Screening results from PubChem.
Rab2 wt GTP – modulators of GTP binding to Rab2A wildtype, primary screen, biochemical, dog, bead-based flow cytometry, multiplex | Ras-related protein Rab-2A (Canis lupus familiaris), P61105 | GST-Rab2 wt beads, Bodipy-GTP binding | GTP binding activity, % at 10 µM | 0.19% of 190,000 active | AID 760, 2007;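 active = GTP binding activity at least 20 points away from 100%, either lowered or raised; inconclusive = signal likely due to the compound's own green fluorescence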;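 note: 0% = beads with excess unlabeled GTP and 100% = no-compound control corrected for plate trend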
ABCB1 inh – ABCB1 efflux pump inhibitors, primary screen, cell-based, multiplex, flow cytometry, ABCG2 counter-screen. AID 1326, 2008. ATP-dependent translocase ABCB1 (Homo sapiens), P08183. 0.067% of 190,000 active. inhibition, % at 6.6 µM. CCRF-Adr cells, JC-1 efflux; in the data active = inhibition above about 40%;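 note: 0% = vehicle and 100% = reference inhibitor; higher value means more JC-1 retained so stronger ABCB1 efflux block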
Rab7 wt GTP bind – modulators of GTP binding to Rab7, primary screen, biochemical, wildtype, multiplex bead flow cytometry | Rab7 GTPase wild type (dog), Bodipy-FL-GTP binding | GST-Rab7 beads, fluorescent GTP binding; actives lie on both sides; untreated = 100%, excess cold GTP = 0% | GTP binding activity (percent of control), % at 10 µM | 0.055% of 190,000 active;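 active = fluorescent GTP binding to Rab7 beads changed by at least 20 points from the 100% baseline, either direction, mostly lower; inconclusive = compound itself probably fluorescent, or too few beads counted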;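 note: median green fluorescence of bound Bodipy-FL-GTP per Rab7 bead population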
Rac1 act GTP bind – GTP binding modulators of activated mutant Rac1, primary screen, biochemical, bead-based flow cytometry, multiplex, fluorescent GTP; GST-Rac1 activated beads; actives lie on both sides; 100% means binding = to untreated wells; percent activity (GTP binding), % at 10 µM; 0.11% of 190,000 active;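 active = GTP binding at least 20 percentage points away from the 100% baseline, in either direction, so actives lie on both sides; inconclusive = Compound likely fluorescent itself, or too few beads counted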
HRas wt GTP – modulators of GTP binding to HRas wildtype, primary screen, biochemical, bead-based flow cytometry, multiplex; GTPase HRas (Homo sapiens), P01112; GST-Ras wt beads, Bodipy-FL-GTP binding; actives lie on both sides; GTP binding activity, % at 10 µM; 0.14% of 190,000 active; AID 759, 2007;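 active = GTP binding activity at least 20% away from the 100% baseline, either lowered as inhibitor or raised as activator; inconclusive = flagged as likely green fluorescent, judged across all proteins in the well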;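 note: 0% = unlabeled GTP competition control and 100% = no-compound control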
Target sequence (P01112 whole entry, looked up): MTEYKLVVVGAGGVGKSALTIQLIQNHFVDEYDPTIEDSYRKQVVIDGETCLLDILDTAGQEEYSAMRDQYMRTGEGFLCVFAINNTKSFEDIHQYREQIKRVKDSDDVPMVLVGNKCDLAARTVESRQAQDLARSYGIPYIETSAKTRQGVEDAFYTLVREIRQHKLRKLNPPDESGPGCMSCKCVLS
Pf gamet viab – late stage P. falciparum gametocyte viability inhibitors, primary screen, ATP luminescence, HTS; inhibition, % at 10.9 µM; P. falciparum stage V gametocytes, 24 h; AID 743093, 2013; 0.065% of 150,000 active;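 active = inhibition above the mean plus 3 SD of compounds within the control limits, set per campaign, cut at about 38% in these data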;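 note: 0% = DMSO wells and 100% = medium only without gametocytes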
Rac1 wt modul – wildtype Rac1 GTP binding modulators, primary screen, biochemical, GST-Rac1 beads, flow cytometry, multiplex. fluorescent GTP binding; actives lie on both sides; 0 = cold GTP competed, 100 = untreated. GTP binding activity (% of control), % at 10 µM. 0.27% of 190,000 active. AID 757, 2007;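 active = GTP binding activity at least 20 points away from the 100% control level, either lower or higher; inconclusive = compound flagged as likely green fluorescent, judged across all proteins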
ABCG2 inh – ABCG2 efflux pump inhibitors, primary screen, multiplex with ABCB1, IgMXP3 cells, flow cytometry; Broad substrate specificity ATP-binding cassette transporter ABCG2 (Homo sapiens), Q9UNQ0; JC-1 efflux; inhibition, % at 6.6 µM; 0.1% of 190,000 active; AID 1325, 2008;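 active = inhibition above 80%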;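 note: 0% = DMSO and 100% = nicardipine control wells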
Target sequence (Q9UNQ0 whole entry, looked up): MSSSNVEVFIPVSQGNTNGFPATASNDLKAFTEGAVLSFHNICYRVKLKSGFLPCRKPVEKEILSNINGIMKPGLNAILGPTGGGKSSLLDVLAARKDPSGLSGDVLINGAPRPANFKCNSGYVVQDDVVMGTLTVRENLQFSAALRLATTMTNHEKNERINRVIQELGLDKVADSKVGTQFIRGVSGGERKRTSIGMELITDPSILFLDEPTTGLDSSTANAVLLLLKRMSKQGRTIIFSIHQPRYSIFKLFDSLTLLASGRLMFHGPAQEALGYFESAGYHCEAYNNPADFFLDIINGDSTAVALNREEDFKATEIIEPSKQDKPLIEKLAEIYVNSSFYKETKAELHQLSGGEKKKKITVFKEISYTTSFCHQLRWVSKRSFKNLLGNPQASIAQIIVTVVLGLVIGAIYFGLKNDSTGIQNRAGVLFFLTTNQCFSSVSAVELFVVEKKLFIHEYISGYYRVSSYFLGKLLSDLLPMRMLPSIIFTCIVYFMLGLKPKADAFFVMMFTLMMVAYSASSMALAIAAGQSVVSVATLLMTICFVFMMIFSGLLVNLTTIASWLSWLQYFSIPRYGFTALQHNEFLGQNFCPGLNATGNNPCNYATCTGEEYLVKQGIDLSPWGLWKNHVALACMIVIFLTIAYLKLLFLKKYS
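Read-out basis: Efflux inhibition in percent versus controls | Test system: ABCG2 IgMXP3 and barcoded ABCB1 CCRF-Adr cell mix | Quantity: 3 million cells/mL in well | Schedule: 10 min at 25 °C | Control set: Nicardipine as high control, DMSO as low control | Reagent: JC-1 as fluorescent efflux pump substrate | Signal: Flow cytometry of retained JC-1 fluorescence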
Cdc42 wt GTP – modulators of GTP binding to wildtype Cdc42, primary screen, biochemical, multiplex bead flow cytometry, Bodipy-GTP; GST-Cdc42 beads; actives lie on both sides; percent activity (GTP binding), % at 10 µM; 0.2% of 190,000 active; Cell division control protein 42 homolog (Homo sapiens), P60953;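 active = percent activity GTP binding at least 20 points away from the 100% baseline, either down as inhibitor or up as activator; inconclusive = compound flagged as likely green fluorescent from well-wide comparison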;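 note: median bead fluorescence of bound Bodipy-FL-GTP at 100 nM; 0% = excess unlabeled GTP control and 100% = no compound control; below 100% means less GTP binding so inhibitor and above means activator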
Target sequence (P60953 whole entry, looked up): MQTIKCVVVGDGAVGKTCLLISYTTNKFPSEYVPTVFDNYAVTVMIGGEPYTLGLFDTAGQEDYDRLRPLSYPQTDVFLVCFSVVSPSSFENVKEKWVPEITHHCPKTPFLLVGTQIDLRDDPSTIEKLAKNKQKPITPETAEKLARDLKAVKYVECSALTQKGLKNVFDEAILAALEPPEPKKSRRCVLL
Mcl1 Noxa PPI – Mcl-1/Noxa binding inhibitors, primary screen, biochemical, TR-FRET, 1536-well; inhibition, % at 21.7 µM; TR-FRET Mcl-1/Noxa peptide binding, 2 h; AID 1022, 2008; 1.5% of 220,000 active; Induced myeloid leukemia cell differentiation protein Mcl-1 (Homo sapiens), Q07820;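 active = compounds that cut the protein-peptide binding signal by more than 50% relative to plate controls in a single-dose test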;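 note: His-tagged Mcl-1 with rhodamine Noxa BH3 peptide and terbium anti-His antibody; 0% = Mcl-1 plus Noxa peptide wells and 100% = peptide-only wells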
Avidin fluor – green autofluorescence of compounds with avidin beads – biophysical, 488/530 nm, flow cytometry, artefact control, profiling panel; compound fluorescence 488/530 nm; hits give high values; fluorescence (KMESF) at 10 µM; 0.38% of 220,000 active; in the data active = fluorescence above about 47; note: inactives centre near 10
Active calls of the source: *; ? = inconclusive; · = not tested or not shown.

SMILES	Rab2 wt GTP	ABCB1 inh	Rab7 wt GTP bind	Rac1 act GTP bind	HRas wt GTP	Pf gamet viab	Rac1 wt modul	ABCG2 inh	Cdc42 wt GTP	Mcl1 Noxa PPI	Avidin fluor
Cc1cc(NC(=O)CSc2nnc(CNc3ccc(F)cc3)n2C2CCCCC2)no1	101	0.2	98	99	101	·	100	1	101	-15	4
Cc1noc(NS(=O)(=O)c2ccc(NC(=O)c3ccoc3C)cc2)c1C	101	-0.8	100	99	99	12	103	16	104	17	8
COC(=O)c1cc(NCc2cccs2)ccc1N1CCOCC1	98	0.1	96	98	100	-10	103	1	102	17	10
Cc1nc(N)ncc1Sc1ccc(Cl)cc1	97	1.2	98	95	98	18	101	-2	98	24	11
COc1ccc([N+](=O)[O-])cc1NC(=O)CSCc1ccc(Br)cc1	101	4.1	102	98	99	-3	108	48	101	18	8
O=S(=O)(Nc1nc2ccccc2[nH]1)c1ccccc1	102	-0.3	101	102	100	-22	103	-2	102	9	10
Cc1noc(C)c1CN(C(=S)NC1CC1)c1ccccc1	99	0.1	98	98	99	17	102	5	101	-6	3
COc1cc(C(C(=O)NC2CCCCC2)N(CCN2CCOCC2)C(=O)C2COc3ccccc3O2)cc(OC)c1OC (stereo not given)	99	-0.2	99	94	96	-22	95	0	96	8	9
O=C(Cn1c(=O)oc2cc(S(=O)(=O)N3CCc4ccccc43)ccc21)N1CCCCC1	101	0.6	102	99	101	·	110	1	101	16	7
CCC1S/C(=N/N=C/c2ccco2)NC1=O (stereo not given)	97	0.8	100	97	100	1	102	2	100	-1	14
O=c1c2ccccc2cnn1Cc1n[nH]c(=S)n1-c1ccc(F)cc1	97	0.9	103	100	97	-14	102	3	98	3	11
C=CCc1cc(Cl)ccc1OCCOCCNC(C)(C)C	97	0.6	103	96	99	·	98	1	95	11	14
Cc1ccc(-c2cn3c(n2)SCC3)cc1	100	-0.1	105	96	99	-5	101	1	98	13	10
COC(=O)CSc1nnc(Cc2cc(=O)[nH]c(=O)[nH]2)n1-c1cccc(OC)c1	101	0.1	98	100	102	·	102	1	105	-2	12
COc1ccc(NC(=O)COc2nsnc2N2CCOCC2)cc1	98	0.2	103	101	101	-17	99	22	97	6	9
O=C(CNC(=S)N(Cc1ccc(F)cc1)C1CCCCC1)NCCN1CCOCC1	95	0.5	94	94	96	-12	97	2	93	10	20

Ordered by count of non-hydrogen atoms (rising): some entries from above
SMILES	Rab2 wt GTP	ABCB1 inh	Rab7 wt GTP bind	Rac1 act GTP bind	HRas wt GTP	Pf gamet viab	Rac1 wt modul	ABCG2 inh	Cdc42 wt GTP	Mcl1 Noxa PPI	Avidin fluor
Cc1ccc(-c2cn3c(n2)SCC3)cc1	100	-0.1	105	96	99	-5	101	1	98	13	10
CCC1S/C(=N/N=C/c2ccco2)NC1=O (stereo not given)	97	0.8	100	97	100	1	102	2	100	-1	14
O=S(=O)(Nc1nc2ccccc2[nH]1)c1ccccc1	102	-0.3	101	102	100	-22	103	-2	102	9	10
Cc1noc(C)c1CN(C(=S)NC1CC1)c1ccccc1	99	0.1	98	98	99	17	102	5	101	-6	3
COC(=O)c1cc(NCc2cccs2)ccc1N1CCOCC1	98	0.1	96	98	100	-10	103	1	102	17	10
COc1ccc([N+](=O)[O-])cc1NC(=O)CSCc1ccc(Br)cc1	101	4.1	102	98	99	-3	108	48	101	18	8
O=c1c2ccccc2cnn1Cc1n[nH]c(=S)n1-c1ccc(F)cc1	97	0.9	103	100	97	-14	102	3	98	3	11
Cc1noc(NS(=O)(=O)c2ccc(NC(=O)c3ccoc3C)cc2)c1C	101	-0.8	100	99	99	12	103	16	104	17	8
COC(=O)CSc1nnc(Cc2cc(=O)[nH]c(=O)[nH]2)n1-c1cccc(OC)c1	101	0.1	98	100	102	·	102	1	105	-2	12
O=C(CNC(=S)N(Cc1ccc(F)cc1)C1CCCCC1)NCCN1CCOCC1	95	0.5	94	94	96	-12	97	2	93	10	20
O=C(Cn1c(=O)oc2cc(S(=O)(=O)N3CCc4ccccc43)ccc21)N1CCCCC1	101	0.6	102	99	101	·	110	1	101	16	7
COc1cc(C(C(=O)NC2CCCCC2)N(CCN2CCOCC2)C(=O)C2COc3ccccc3O2)cc(OC)c1OC (stereo not given)	99	-0.2	99	94	96	-22	95	0	96	8	9

Other records
SMILES	Rab2 wt GTP	ABCB1 inh	Rab7 wt GTP bind	Rac1 act GTP bind	HRas wt GTP	Pf gamet viab	Rac1 wt modul	ABCG2 inh	Cdc42 wt GTP	Mcl1 Noxa PPI	Avidin fluor
CCN1CCN(CCOc2cccc(Oc3ccccc3)c2)CC1	99	0.8	98	100	99	10	98	3	100	13	10
Cc1cccc(-n2nnc3cnn(C)c3c2=O)c1	98	0.1	97	100	100	-3	99	0	98	-3	33
Cc1cc(=O)[nH]c2c(N=Nc3ccc(O)cc3)c(N)nn12	64*	-0.7	84	79*	63*	5	56*	-4	60*	57*	7
O=C(Nc1ccc2c(c1)OCCO2)c1cccc(S(=O)(=O)N2CCOCC2)c1	104	-0.4	107	100	104	-5	103	0	102	-9	17
CCOC(=O)c1cc2c(ccn2C)n1CC(=O)N(C)C	100	0.4	104	98	99	3	100	1	97	2	12
Cc1cccc(NC(=O)Cn2cnc3c(oc4nc5c(cc43)COC(C)(C)C5)c2=O)c1	102	-0.3	99	102	101	·	106	9	103	-11	7
Cc1ccc(NC(=O)/C(=C\c2cccc(Br)c2)NC(=O)c2ccco2)cc1	102	2.8	104	100	103	·	109	40	105	-1	11
O=C(CCN1C(=O)C2C3C=CC(C3)C2C1=O)N1CCN(c2cccc(Cl)c2)CC1 (stereo not given)	102	0.4	100	100	103	15	100	4	100	16	6
NC(=O)NNc1cccc(Cl)n1	107	0.1	104	97	102	-5	99	16	105	8	11
CCCCCCn1c(COc2ccccc2F)nnc1SCC(=O)c1c(N)n(C)c(=O)n(C)c1=O	102	0.3	100	100	103	13	106	11	105	-33	8
COc1ccc(C(=O)NCCSC2CCCCC2)cc1	97	0.5	95	98	99	·	100	9	99	13	11
OCCNCc1cc(Br)ccc1OCc1ccc(Cl)cc1Cl	99	1.5	97	98	102	·	104	3	102	23	·
COc1ccc2c(c1)C1(C)CC(C)(C)N2C(=O)N1c1ccccc1 (stereo not given)	101	0.5	97	99	102	-2	104	4	100	5	16
CCOc1ccccc1OC(=O)c1ccco1	92	0.5	91	96	93	0	91	1	95	2	13
CCOc1nc(N=C(N)N)nc2c(C)cccc12	94	0.2	96	97	95	5	95	2	94	28	11
Cc1ccc2oc(-c3cccc(NC(=O)c4cc(-n5cnnc5)ccc4Cl)c3)nc2c1	95	-0.3	93	90	95	-1	95	0	97	6	6
CC(O)(CS(=O)(=O)Cc1ccccc1)C(=O)Nc1cccc(C(F)(F)F)c1 (stereo not given)	99	0.4	103	100	102	·	110	3	102	-1	9
CC(C)Cn1c(O)c(/C=C2\C=NN=C2c2ccccc2)sc1=S	102	-1.2	100	101	103	-18	108	-7	101	8	14
O=C1CCCC2=C1C1(CCCC1)N=C(Nc1nc3ccccc3s1)N2	94	5.3	95	99	100	18	105	9	97	5	10
CCOC(=O)Cn1c(=O)c2c(nc3n2CCN3Cc2ccccc2)n(C)c1=O	99	0.9	100	96	100	-13	102	6	99	0	18
COc1ccc(-n2c(C)cc(C(=O)COC(=O)Cc3n[nH]c(=O)c4ccccc34)c2C)cc1	103	0.4	108	103	104	-32	104	1	104	1	4
O=C(c1ccc(N2CCOCC2)nc1)N1CCOCC1	104	0.6	102	101	104	18	109	1	104	11	15
Cc1ccc(NC(=O)c2c(C(F)(F)F)nn(C)c2SCc2ccc(Cl)cc2)cc1C	97	0.6	97	96	98	-30	100	5	97	7	19
O=C(CSc1nn(-c2ccc(Cl)cc2)c(=S)s1)NCC1CCCO1 (stereo not given)	97	1.9	103	97	97	-7	100	20	95	23	24
O=C(c1ccc(Cl)s1)N1CCc2ccccc21	99	0.2	97	100	100	5	103	7	102	14	18
CC(=O)N/C(=C\c1cccc([N+](=O)[O-])c1)C(=O)NC(C)C	101	0.6	97	99	101	-22	102	7	100	18	13
CC(C)CC(=O)NC(NC(=S)Nc1ccccc1)C(Cl)(Cl)Cl (stereo not given)	97	0.7	94	96	95	-32	99	1	100	37	7
CCOc1ccc(/C=C(/NC(=O)c2ccccc2Cl)C(=O)O)cc1	94	0.2	95	96	95	·	100	0	95	3	21
C=CCn1c(SCC(=O)NCc2cccs2)nnc1C1CCCCC1	102	2.0	101	100	103	·	108	6	106	14	7
CCOc1ccc(/C=C(\C(=O)O)c2ccc(S(=O)(=O)N3CCOCC3)s2)cc1OC	97	0.1	95	96	96	-9	100	-1	99	12	6
COc1ccc(CC(=O)Nc2cc(=O)n(C)c(=O)n2C)cc1	?	0.2	?	?	?	·	?	2	?	-11	7
CCC(C)NC(=O)COc1ccc(Br)c(C)c1 (stereo not given)	101	0.0	99	102	101	10	107	0	104	12	7

Rows were taken by chance; any-hit rate near 2.3%.
